Rin1 Abl inh: inhibitors of Rin1-Abl protein binding, primary screen, biochemical, TR-FRET; Tyrosine-protein kinase ABL1 (Homo sapiens) + Ras and Rab interactor 1 (Homo sapiens), …; inhibition, % at 7.35 µM; 0.4% of 360,000 active; AID 588664, 2011; in the data active = inhibition above about 5%, passing the limit was not always enough
STEP block: STEP phosphatase inhibitors, primary screen, biochemical, fluorescence intensity, uHTS | inhibition, % at 20 µM | recombinant STEP, OMFP fluorogenic substrate | 0.25% of 360,000 active | AID 588621, 2011;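 active = inhibition at 20 µM, scaled per plate between control wells, above about 37%, limit read from the data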;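 also: 0% = DMSO with enzyme and substrate and 100% = substrate only without enzyme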
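Material: STEP (striatal-enriched tyrosine phosphatase) enzyme, cell-free; Compound dosing: 20 µM single dose in 1% DMSO; Technique: fluorescence read at 480 nm ex / 540 nm em; Times: reaction 20 min, ambient temperature; Medium: 50 mM Bis-Tris pH 6.0 with 2.5 mM DTT and 0.005% Tween 20; Also added: OMFP at 25 µM.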
NadD inh: inhibitors of S. aureus NadD, primary screen, biochemical, colorimetric, uHTS | AID 602399, 2012 | inhibition, % at 20 µM | purified NadD enzyme, colorimetric absorbance read-out | Nicotinate-nucleotide adenylyltransferase NadD (Staphylococcus aureus N315) | 0.78% of 360,000 active; in the data active = inhibition above about 26%; also: some compounds past the cut are filed as inactive
Scp-1 inhibitor: Scp-1 phosphatase inhibitors, primary screen, biochemical, colorimetric, uHTS | Carboxy-terminal domain RNA polymerase II polypeptide A small phosphatase 1 (Homo … | Recombinant Scp1, phosphopeptide, malachite green phosphate absorbance | inhibition, % at 20 µM | 0.88% of 340,000 active;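 active = inhibition above about 50% at 20 µM, limit read from the data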;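 also: plate controls were DMSO wells with enzyme for no effect and wells lacking enzyme for full effect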
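Incubation: 45 min enzyme reaction at room temperature / System: truncated SCP-1 phosphatase (76-261aa) / Reagent: Phospho 17-mer peptide substrate / Buffer or medium: Acidic Tris acetate buffer with magnesium and detergent / Signal: absorbance at 630 nm / Doses: one concentration, 20 µM, with 1.0% DMSO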
SUMO1 PPI mod: modulators of SUMO1 protein-protein interactions, primary screen, biochemical, uHTS | 0.33% of 360,000 active | inhibition, % at 20 µM | SUMO1 binding to a labelled peptide, TR-FRET, 1 h | Small ubiquitin-related modifier 1 (Homo sapiens), P63165; in the data active = inhibition above about 37%
Target sequence (P63165 whole entry, looked up): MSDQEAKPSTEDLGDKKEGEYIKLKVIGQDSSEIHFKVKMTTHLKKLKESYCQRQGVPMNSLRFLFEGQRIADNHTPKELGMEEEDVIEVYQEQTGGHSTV
LMPTP inh: LMPTP phosphatase inhibitors, primary screen, biochemical, fluorescence intensity, uHTS; recombinant LMPTP-A, OMFP fluorogenic substrate; inhibition, % at 20 µM; 0.22% of 360,000 active; AID 651560, 2012;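 active = compounds that cut the enzyme signal by at least half of the control window in the single-dose screen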;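 also: plate controls were DMSO wells with enzyme plus substrate for no effect and substrate without enzyme for full effect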
Target sequence (P24666 whole entry, looked up): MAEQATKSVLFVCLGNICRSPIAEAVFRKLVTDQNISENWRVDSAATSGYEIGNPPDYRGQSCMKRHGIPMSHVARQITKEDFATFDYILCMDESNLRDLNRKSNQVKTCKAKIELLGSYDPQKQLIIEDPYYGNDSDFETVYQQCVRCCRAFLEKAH
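Assay system: LMPTP-A phosphatase enzyme | Input: 0.625 nM enzyme | Also added: Fluorogenic phosphatase substrate OMFP at 400 µM final | Compound dosing: One test concentration per compound, 20 µM, with 3% DMSO overall | Schedule: 50 min enzyme reaction at room temperature, protected from light | Signal: Fluorescence intensity | Benchmarks: no-enzyme and uninhibited controls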
Rpn11 inh: Rpn11 (PSMD14) deubiquitinase inhibitors, primary screen, biochemical, fluorescence polarization, uHTS. 26S proteasome non-ATPase regulatory subunit 14 (Homo sapiens), O00487. human 26S proteasome, Ub4-pepOG fluorescence polarization; 20S core pre-blocked with epoxomicin. calls only at 20 µM. 0.59% of 360,000 active. AID 588493, 2011;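 active = inhibition at 20 µM, scaled to each plate's controls, above about 33%, limit read from the data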
CSN deneddyl inh: inhibitors of CSN-mediated cullin deneddylation, primary screen, biochemical, fluorescence polarization, uHTS. Purified CSN, SCF-Nedd8-OG deneddylation. AID 651999, 2013. inhibition, % at 12.5 µM. 0.38% of 360,000 active;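 active = pattern-corrected inhibition above about 35%, with an unprinted fluorescence ratio check between 0.5 and 1.5, limit read from the data, passing the limit was not always enough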;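 also: 0% = enzyme with substrate and 100% = substrate without enzyme; some results filed as inactive read as strong as hits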
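test system = HEK293T-derived human Csn5 enzyme | amount = 0.24 nM Csn5 enzyme, final concentration | medium = Tris/NaCl/DTT buffer, pH 7.5 | schedule = 90 min reaction at room temperature | signal = FP | evaluation = inhibition of Csn5 cleavage, % | compound dosing = single dose of 12.5 µM compound with 0.25% DMSO | probe or stimulus = 10 nM SCFSkp2-Nedd8OG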
DNMT1 block: human DNMT1 methyltransferase inhibitors, primary screen, biochemical, molecular beacon, fluorescence, HinP1I cleavage, uHTS | DNA (cytosine-5)-methyltransferase 1 (Homo sapiens), P26358 | inhibition (reported as % activation of signal), % at 10 µM | 0.83% of 360,000 active | AID 588458, 2011; in the data active = inhibition above about 50%
Neddyl block: inhibitors of cullin neddylation, primary screen, biochemical, TR-FRET, uHTS, NAE and Ubc12; 0.58% of 360,000 active; AID 651699, 2012; calls only at 25 µM; NEDD8-conjugating enzyme Ubc12 (Homo sapiens) + NEDD8-activating enzyme E1 regulatory …; in the data active = inhibition above about 36%
Target sequence (P61081 whole entry, looked up): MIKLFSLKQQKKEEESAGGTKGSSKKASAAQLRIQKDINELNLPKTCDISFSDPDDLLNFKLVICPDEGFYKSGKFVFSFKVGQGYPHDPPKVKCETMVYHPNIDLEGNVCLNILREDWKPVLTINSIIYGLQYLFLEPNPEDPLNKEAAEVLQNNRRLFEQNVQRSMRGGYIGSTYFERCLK
Target sequence (Q13564 whole entry, looked up): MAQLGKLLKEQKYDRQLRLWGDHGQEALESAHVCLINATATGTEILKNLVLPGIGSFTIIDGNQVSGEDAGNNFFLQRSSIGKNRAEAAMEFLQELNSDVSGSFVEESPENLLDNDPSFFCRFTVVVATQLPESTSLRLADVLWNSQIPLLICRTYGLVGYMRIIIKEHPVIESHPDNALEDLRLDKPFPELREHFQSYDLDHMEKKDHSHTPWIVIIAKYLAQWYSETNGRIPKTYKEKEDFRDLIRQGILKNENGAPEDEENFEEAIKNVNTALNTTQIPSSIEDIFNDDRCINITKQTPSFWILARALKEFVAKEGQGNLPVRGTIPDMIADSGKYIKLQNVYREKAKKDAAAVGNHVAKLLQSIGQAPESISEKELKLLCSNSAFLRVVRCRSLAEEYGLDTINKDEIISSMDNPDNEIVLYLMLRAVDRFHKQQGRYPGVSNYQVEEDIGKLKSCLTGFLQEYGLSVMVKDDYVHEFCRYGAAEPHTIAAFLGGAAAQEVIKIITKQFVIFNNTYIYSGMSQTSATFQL
* marks the source's active call; other numbers are inactive results; i = inactive; + = active, no number.

SMILES	Rin1 Abl inh	STEP block	NadD inh	Scp-1 inhibitor	SUMO1 PPI mod	LMPTP inh	Rpn11 inh	CSN deneddyl inh	DNMT1 block	Neddyl block
O=c1[nH]c2c(Br)cnc([N+](=O)[O-])c2[nH]1	-1.1	-3.0	-4.1	-0.7	-29.4	-1.5	i	1.8	10.3	i
CCCCNc1nc2c(c(=O)n(C)c(=O)n2C)n1Cc1cccc(OC)c1	0.4	1.5	1.7	-3.6	-0.6	-0.2	i	-0.2	-1.3	i
CCCCCCCOc1ccc(C2(C)NC(=O)NC2=O)cc1 (stereo not drawn)	1.3	1.8	2.7	-7.0	12.8	2.2	i	-0.4	5.5	i
COCCN1CCN(Cc2cn(C)nc2-c2ccc(Oc3ccccc3)cc2)CC1	-3.9	-1.1	-6.4	-4.1	0.7	-2.8	i	1.6	1.2	i
COc1ccccc1CCN1CCCC(CN(C)CC(C)(C)CO)C1 (stereo not drawn)	0.8	-4.0	-5.3	2.4	2.9	-2.6	i	2.0	6.3	i
O=C(CN1CCN(c2ccc(F)cc2)CC1)c1ccc(O)cc1O	2.7	-0.6	0.3	-4.5	2.4	-0.7	i	-5.5	5.5	i
Cc1ccccc1NS(=O)(=O)c1cc(C(=O)NCCSC2CCCCC2)ccc1C	1.2	-0.1	-2.2	-15.3	3.5	3.5	i	9.5	5.3	i
COc1cc(/C=N/N2CCN(C3c4ccccc4-c4ccccc43)CC2)ccc1O	-1.9	-2.6	11.4	-8.5	2.8	-0.2	i	6.2	-14.3	i
O=C(CCCCn1ccc(=O)[nH]c1=O)Nc1ccc(C(=O)O)c(O)c1	3.6	-1.6	1.6	-10.5	-4.6	-2.1	i	0.1	8.1	i
O=C(CCN1C(=O)/C(=C\c2ccccc2)SC1=S)Nc1ccc(C(=O)O)cc1	2.6	10.3	-1.4	49.9	-12.4	23.9	i	2.6	-0.7	i

Among those listed so far, these contain sulfur.
SMILES	Rin1 Abl inh	STEP block	NadD inh	Scp-1 inhibitor	SUMO1 PPI mod	LMPTP inh	Rpn11 inh	CSN deneddyl inh	DNMT1 block	Neddyl block
Cc1ccccc1NS(=O)(=O)c1cc(C(=O)NCCSC2CCCCC2)ccc1C	1.2	-0.1	-2.2	-15.3	3.5	3.5	i	9.5	5.3	i
O=C(CCN1C(=O)/C(=C\c2ccccc2)SC1=S)Nc1ccc(C(=O)O)cc1	2.6	10.3	-1.4	49.9	-12.4	23.9	i	2.6	-0.7	i

Additional entries
SMILES	Rin1 Abl inh	STEP block	NadD inh	Scp-1 inhibitor	SUMO1 PPI mod	LMPTP inh	Rpn11 inh	CSN deneddyl inh	DNMT1 block	Neddyl block
COc1ccc(C(=O)n2nc(C)cc2Nc2ccccc2)cc1	-3.2	3.9	-4.8	-2.2	0.1	1.8	i	-0.2	-1.5	i
COc1cc(CNc2ccc3[nH]c(=O)[nH]c3c2)ccc1OCc1ccc(Cl)cc1	-1.3	1.7	-2.9	-3.7	4.3	-1.1	i	1.4	-9.2	i
Cc1cc(NC(=O)CSc2nnc(-c3ccncc3)n2-c2ccccc2)no1	-0.8	-0.9	-8.2	-23.9	-3.1	-0.7	i	3.7	0.5	i
Cc1ccc(NC(=O)CNC(=O)c2ccc(Oc3ccccc3)cc2)nc1	-2.0	1.6	0.5	-1.2	4.2	0.9	i	2.8	-1.2	i
O=C(NCC1CCCO1)c1ccc(Cl)c(F)c1F (stereo not drawn)	0.6	-1.3	1.5	2.6	-0.3	-0.6	i	2.9	5.2	i
Cc1ccc(OCC(=O)Nc2ccc(-n3cnnn3)cc2)c(C)c1	3.9	-4.0	-8.8	1.2	3.1	-0.1	i	1.3	-12.1	i
COc1ccc(-c2cc(C(F)F)n3ncc(C(=O)N4CCc5ccccc54)c3n2)cc1	4.8	2.8	1.7	-4.7	0.4	2.2	i	-2.0	12.7	i
O=C(NCc1cccc(F)c1)c1cccc2c1C(=O)c1ccc(Cl)cc1S2(=O)=O	0.2	1.0	3.5	-3.0	-16.9	1.2	i	-7.4	-3.7	i
CC(C)(C)OC(=O)C[C@@H]1C/C=C\C[C@@H](CC(=O)NCCO)C(=O)N[C@H](C(C)(C)C)COC1=O	1.7	-2.4	-2.7	-4.4	-2.0	-1.2	i	-4.3	2.9	i
O=C(COc1ccccc1[N+](=O)[O-])Nc1cccc(C(=O)Nc2ccccc2C(=O)O)c1	3.9	3.8	4.8	-5.0	-0.5	-1.4	i	5.8	2.8	i
COc1ccc(C(=O)OCC(=O)Nc2nc3c(F)c(F)c(F)cc3s2)cc1OC	-0.3	-3.6	-4.7	-5.2	0.6	-1.2	i	-7.6	19.2	i
CC(=O)c1sc(NC(=O)CCCOc2ccc(Cl)cc2)nc1C	-8.8	21.8	-7.5	42.0	-1.8	37.6	+	4.7	21.4	i
Cc1ccc(NC(=S)NC(=O)/C=C/c2ccc(Cl)cc2)cc1	-2.2	2.6	7.2	-7.1	-0.6	-4.2	i	-7.0	16.2	i
NC(=O)COC(=O)c1ccc2c(c1)C(=O)N(Cc1ccco1)C2=O	0.9	5.3	-2.2	1.8	-23.3	-2.0	i	-2.7	1.6	i
CCN(Cc1ccccc1)C1CCN(Cc2ccc(SC)cc2)CC1	1.7	14.8	-4.5	-11.2	18.8	-3.5	i	-8.4	-1.5	i
CCCN(CCc1ccccc1)C1CCc2c(O)cccc2C1 (stereo not drawn)	1.6	-1.1	-1.1	-3.8	0.6	4.5	i	1.3	-8.4	i
C[C@H](CO)N1C[C@H](C)[C@@H](CN(C)S(C)(=O)=O)Oc2ccc(NC(=O)Nc3ccc(C(F)(F)F)cc3)cc2C1=O	4.0	-2.1	5.0	-8.2	0.3	-0.1	i	2.2	1.6	i
O=C(c1ccc(CNc2c(N3CCCC3)c(=O)c2=O)cc1)N1CCc2ccccc2C1	-3.8	3.3	2.1	-3.4	15.0	0.6	i	2.2	-1.3	i
CC(C)COP(=O)(OCC(C)C)C(Nc1ccccc1)c1ccc(F)cc1 (stereo not drawn)	-4.7	0.7	-0.4	-0.2	-2.0	1.7	i	1.3	0.8	i
CCCCn1c(N)c(N2CCOCC2)c(=O)n(CC(=O)NCCc2ccccc2)c1=O	-0.1	-1.1	-4.4	-0.4	-2.7	0.2	i	-7.3	-0.8	i
COc1ccc(Oc2ccccc2/C=C/C(=O)O)cc1	5.8	5.5	-4.4	10.4	-1.1	-1.1	i	-1.8	0.8	i
Cn1ncc2c(N3CCC(Cc4ccccc4)CC3)ncnc21	0.2	-1.3	0.4	-1.2	-0.4	-0.4	i	3.8	-1.0	i
O=C(NC1(C(F)(F)F)N=C(c2ccccc2)NC1=O)c1ccccc1 (stereo not drawn)	1.0	-4.1	-4.3	-2.7	-0.1	-1.0	i	3.6	0.7	i
Cn1c(NC(=O)c2ccc(F)cc2)nc2ccccc21	-2.2	5.1	2.7	-8.7	1.0	-1.7	i	-0.1	-1.3	i
CCOC(=O)CC(=O)CSc1nc(N)c(C#N)c(-c2ccc(F)cc2)c1C#N	-4.0	1.0	-4.7	-7.8	-12.0	-0.1	i	5.4	-0.2	i
COc1ccccc1OCCNC(=O)C(c1ccccc1)c1ccccc1	-5.3	0.0	-6.2	-10.9	6.2	0.8	i	1.6	-3.3	i
COc1cc(O)oc1C=Nc1ccc(C(=O)O)cc1	-4.9	-1.1	-0.6	-1.2	-8.9	-0.6	i	-3.0	-2.2	i
COc1ccc(NC(=O)Nc2ccc(OCC(=O)N3CCOCC3)cc2)cc1OC	-0.1	1.9	-1.0	-2.7	0.5	0.6	i	-5.1	-3.2	i
Cc1ccc2[nH]c(=O)c(CN(CC3COCCO3)C(=O)Nc3ccccc3C)cc2c1 (stereo not drawn)	1.2	-0.3	2.8	7.4	-1.1	0.3	i	-7.1	2.6	i
NC(=O)CC(NC(=O)Cc1cccc2ccccc12)c1ccc(NCc2ccccn2)c([N+](=O)[O-])c1 (stereo not drawn)	-1.0	-1.6	5.1	0.8	-28.8	1.6	i	102.0	0.1	i
Cc1nc(CC(=O)NNS(=O)(=O)c2ccc(F)c(Cl)c2)cs1	0.7	0.1	-1.3	-4.8	1.3	-1.6	i	-16.0	0.6	i
Cc1ccc(NC(=O)c2sc(N)nc2-c2ccc([N+](=O)[O-])cc2)c(C)c1	0.1	-1.7	-1.5	-5.2	-9.4	-0.9	i	-3.7	-0.8	i
COC(=O)c1cc(C(=O)Nc2nnc(C3CC3)s2)cc([N+](=O)[O-])c1	0.4	-2.0	-1.3	-7.9	-13.3	0.4	i	-5.8	3.8	i
O=C(c1ccc2c(=O)n(C3CCCC3)c(=S)[nH]c2c1)N1CCN(C2CCCCC2)CC1	-1.7	4.5	6.0	-10.8	-3.4	0.0	i	0.0	-16.7	i
Cc1ccccc1-c1nc(CS(=O)(=O)CC(=O)N2CCc3ccccc3C2)c(C)o1	-2.6	1.1	0.4	-15.5	2.7	0.3	i	-2.6	-5.4	i
CCS(=O)(=O)CCSc1nc2c(cc1C#N)CCCC2	5.2	2.2	-3.7	-3.8	4.2	-1.8	i	0.9	-2.4	i
O=[N+]([O-])c1cccc(-c2nc(-c3ccncc3)no2)c1	-3.0	7.2	2.6	-7.5	-35.6	0.0	i	1.8	2.1	i
Cc1ccc(NC(=O)Cn2nc([N+](=O)[O-])c(Br)c2C)cc1C	2.2	3.8	-7.8	-6.6	-4.4	-1.1	i	-0.5	-2.5	i
CN(C)CCNC(=O)COc1cccc(Cl)c1	0.4	-3.0	6.8	-14.5	2.4	-11.5	i	-2.3	-2.8	i
Nc1c(-c2ccccc2)c(CN2CCOCC2)nn1-c1ccc(F)cc1	-0.8	-1.3	-6.8	-12.9	0.0	0.3	i	-13.1	-3.6	i

Source: PubChem
